Bioassay records as filed in PubChem.
FXN GAA850 act: activators of GAA850 frataxin (FXN) promoter | activation, % at 6 µM | AID 540364 | HEK293 lucGAA850 FXN promoter luciferase reporter, 24 h; percent of 10 µM SAHA response | hit rate 0.56% among 360,000;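 active = activation above the average of all compounds screened plus 3 SD, cutoff fixed separately per campaign, cut at about 7.5% in these data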;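 also: 0% = DMSO wells and 100% = 10 µM SAHA wells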
DAX1 inh-1: inhibits human nuclear receptor DAX1. P51843. HEK293 Gal4-DAX1 luciferase reporter, luminescence. inhibition, % at 6.75 µM. hit rate 0.99% among 340,000. AID 504766;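 active = inhibition above the mean over all tested compounds plus 3 SD, cut at about 4.2% in these data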;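 also: 0% = DAX1-transfected cells with DMSO and 100% = empty-vector control cells with DMSO; inhibition shows as a rise in luminescence from relieved DAX1 repression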
hgDAF-12 ag: hgDAF-12 agonism, primary luciferase screen | HEK293 GAL4-hgDAF12 UAS-luciferase reporter, agonist luminescence; normalized to butyrate control | activation, % at 6.8 µM | hit rate 1.8% among 370,000;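 active = activation above a cutoff set at the mean of all screened compounds plus 3 SD, cut at about 10% in these data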;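 also: 0% = DMSO wells and 100% = sodium butyrate wells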
ADAM10 inh: ADAM10 inhibition, QFRET primary screen | O14672 | recombinant ADAM10, EDANS/DABCYL FRET peptide cleavage, 3 h | inhibition, % at 7 µM | hit rate 0.62% among 370,000;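 active = inhibition above a per-campaign cutoff equal to the mean of compounds falling between control-based bounds plus 3 SD, cut at about 20% in these data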;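 also: 0% = DMSO wells while the 100% control is not disclosed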
Target sequence (O14672 214-748 limits assumed): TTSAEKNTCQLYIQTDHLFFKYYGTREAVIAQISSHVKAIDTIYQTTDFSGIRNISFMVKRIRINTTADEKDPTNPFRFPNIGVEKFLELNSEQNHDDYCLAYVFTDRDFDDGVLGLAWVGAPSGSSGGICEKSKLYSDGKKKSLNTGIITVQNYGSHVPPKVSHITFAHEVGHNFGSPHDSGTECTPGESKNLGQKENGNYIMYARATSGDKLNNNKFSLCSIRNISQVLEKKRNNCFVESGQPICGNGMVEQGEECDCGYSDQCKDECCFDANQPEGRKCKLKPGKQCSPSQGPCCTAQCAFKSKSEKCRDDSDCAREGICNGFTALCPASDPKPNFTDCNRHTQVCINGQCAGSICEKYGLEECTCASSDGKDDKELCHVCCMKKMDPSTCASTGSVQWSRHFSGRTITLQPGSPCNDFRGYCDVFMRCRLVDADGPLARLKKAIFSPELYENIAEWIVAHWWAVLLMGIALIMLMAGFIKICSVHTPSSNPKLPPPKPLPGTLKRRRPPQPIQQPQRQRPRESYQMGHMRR
hcDAF12 agonist: activators of H. contortus DAF-12 nuclear receptor; hit rate 1.4% among 370,000; HEK293 hcDAF-12 lit1-tk-luc reporter, luminescence; 0% DMSO, 100% Δ7-dafachronic acid; activation, % at 6.8 µM; AID 652067;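 active = activation above the mean of all tested compounds plus 3 SD, cut at about 5.5% in these data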;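 also: 100% = response to 3 µM Δ7-dafachronic acid high control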
NPR1 activator: GC-A (human) enzyme activation; activation, % at 10 µM; AID 1671463; HEK293 GC-A cells, cGMP TR-FRET, EC30 ANP; 0% at EC30 ANP, 100% saturating ANP; hit rate 0.14% among 370,000; in the data active = activation above about 40%
DAX1 inh-2: blocks DAX1 repression of SF-1 activated StAR promoter; hit rate 1.1% among 370,000; HEK293T StAR-luciferase reporter, SF-1/DAX-1 repression relief; AID 652010; inhibition, % at 6.8 µM;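 active = inhibition above the mean over all tested compounds plus 3 SD, cut at about 3.6% in these data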;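 also: 0% = DAX-1 cells with DMSO and 100% = cells lacking DAX-1 with DMSO; higher inhibition means more luminescence from relief of DAX-1 repression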
SMARCA2 act: SMARCA2 function activation, primary screen; MG213 cells, MMTV-luciferase reporter, dexamethasone, overnight; activation, % at 9.1 µM; hit rate 1% among 370,000; AID 652017; in the data active = activation above about 7.8%;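 also: 0% = vehicle wells and 100% = reference activator wells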
sPLA2-III inh: Blocks human group III sPLA2 activity. inhibition, % at 12.2 µM. hit rate 0.56% among 370,000. QFRET BODIPY PC-A2 liposome hydrolysis, fluorescence. Q9NZ20. AID 743126;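 active = inhibition above mean plus 3 SD of compounds lying within the high and low control bounds, cut at about 19% in these data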;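 also: 0% = median of test compound wells and 100% = no enzyme DMSO wells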
Target sequence (Q9NZ20 whole entry, looked up): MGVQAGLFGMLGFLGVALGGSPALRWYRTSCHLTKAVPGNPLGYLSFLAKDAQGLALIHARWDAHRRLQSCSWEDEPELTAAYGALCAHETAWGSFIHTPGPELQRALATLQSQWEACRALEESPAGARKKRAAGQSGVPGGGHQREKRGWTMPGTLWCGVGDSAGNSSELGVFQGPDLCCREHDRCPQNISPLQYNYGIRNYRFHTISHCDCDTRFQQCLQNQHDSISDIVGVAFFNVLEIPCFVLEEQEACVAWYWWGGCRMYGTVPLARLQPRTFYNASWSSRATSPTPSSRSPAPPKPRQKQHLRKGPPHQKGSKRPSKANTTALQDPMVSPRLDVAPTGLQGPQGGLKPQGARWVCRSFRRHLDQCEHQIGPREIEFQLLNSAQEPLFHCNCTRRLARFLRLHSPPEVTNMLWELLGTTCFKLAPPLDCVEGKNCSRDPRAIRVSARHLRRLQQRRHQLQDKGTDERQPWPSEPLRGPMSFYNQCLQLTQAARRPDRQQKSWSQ
ssDAF12 agonist: activators of S. stercoralis DAF-12 nuclear receptor; activation, % at 6.8 µM; hit rate 1% among 370,000; HEK293 ssDAF-12/GRIP1 lit1-tk-luc reporter, luminescence; % of 3 µM dafachronic acid response; AID 652126;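 active = activation above the mean over all tested compounds plus 3 SD, cut at about 0.9% in these data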;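 also: 0% = DMSO-only wells and 100% = 3 µM delta7-dafachronic acid wells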
NPR2 activator: GC-B (human) receptor activation. AID 1920062. HEK293-GC-B cells, CNP EC30, cGMP TR-FRET; 0% at EC30 CNP, 100% saturating CNP. activation, % at 10 µM. hit rate 0.11% among 370,000;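 active = activation at 10 µM reaching about 35% in either raw or pattern-adjusted values, limit read from the data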
Starred values were filed as active, the others as inactive; i = inactive; . = not tested or not shown.

# | SMILES | FXN GAA850 act | DAX1 inh-1 | hgDAF-12 ag | ADAM10 inh | hcDAF12 agonist | NPR1 activator | DAX1 inh-2 | SMARCA2 act | sPLA2-III inh | ssDAF12 agonist | NPR2 activator
1 | CC1=C(C(=O)Nc2nc3ccccc3s2)C(c2ccco2)C(C#N)=C(SCC(=O)NC2CCCCC2)N1 (stereo unspecified) | -1.4 | -2.1 | 3.7 | 0 | 2.6 | -5 | 0.5 | 0 | -22 | 0.2 | -3
2 | Cc1ccc(CN2CCSc3ccc(C(=O)NCCCN4CCN(C)CC4)cc32)cc1 | 0.0 | 1.8 | 0.1 | i | 2.9 | 2 | -0.4 | 0 | -11 | -1.5 | -2
3 | O=C(NCC1CCCO1)c1ccc(N2C(=O)C3CCCCC3C2=O)cc1 (stereo unspecified) | 0.2 | -0.7 | -1.1 | -12 | 0.3 | 3 | -0.1 | -3 | 9 | -0.5 | -6
4 | CCOC(=O)CSc1nc2c(sc(=S)n2-c2ccccc2OC)c(=O)n1Cc1ccco1 | 0.7 | 1.3 | 0.5 | 9 | -2.0 | -6 | -0.7 | -1 | -3 | -1.3 | -5
5 | CCOc1nc(CC(C)C)c2c(c1C#N)CC(C)(C)OC2 | 3.2 | 1.5 | -0.1 | -3 | -1.9 | -1 | 0.2 | 3 | -1 | -0.8 | -9
6 | O=C(COc1ccc2c3c(c(=O)oc2c1)CCC3)NC1CCN(Cc2ccccc2)CC1 | -0.1 | 0.8 | -1.2 | -19 | -1.3 | -6 | -0.5 | -1 | 0 | -1.6 | -6
7 | O=C(c1ccc2c(c1)OCO2)N1CCCN(C(=O)c2ccc3c(c2)OCO3)CC1 | 3.2 | -0.3 | -0.3 | -13 | -2.0 | 2 | -0.5 | -3 | -5 | -1.5 | 1
8 | COc1ccc(NS(=O)(=O)c2cccc(C(=O)N3CCOCC3)c2)cc1 | -1.5 | 1.2 | -1.1 | -1 | -0.9 | 0 | -0.4 | -2 | 0 | -0.9 | 2
9 | CN(C)c1ccc(C(=O)N2CCN(C(=O)C3CCCO3)CC2)cc1 (stereo unspecified) | 0.0 | 0.9 | -0.9 | -7 | -0.6 | -3 | -0.6 | 3 | 2 | -0.3 | 0
10 | Cn1cc(S(=O)(=O)N2CCN(c3ccccc3F)CC2)c(=O)n(C)c1=O | -0.9 | -0.1 | -0.7 | 1 | -0.5 | 3 | 0.3 | -1 | 2 | -1.6 | -2
11 | COc1cccc(CNc2nc3cc(-c4ccc(F)cc4)sc3c(=O)n2C)c1OC | 2.0 | . | -0.5 | -7 | -3.0 | -4 | -5.0 | -7 | -14 | -1.9 | -6
12 | COCCNC(=O)C(c1ccc(F)cc1)N(CC1CCCO1)C(=O)CCC(=O)Nc1ccccn1 (stereo unspecified) | 3.1 | 0.4 | -1.1 | -2 | -1.5 | 2 | -0.8 | 0 | 0 | -1.3 | 6

Later entries
# | SMILES | FXN GAA850 act | DAX1 inh-1 | hgDAF-12 ag | ADAM10 inh | hcDAF12 agonist | NPR1 activator | DAX1 inh-2 | SMARCA2 act | sPLA2-III inh | ssDAF12 agonist | NPR2 activator
13 | CO[C@H]1CN(C)C(=O)c2cc(NC(=O)c3cc(C)on3)ccc2OC[C@@H](C)N(C(=O)C2CC2)C[C@H]1C | . | . | 0.6 | 2 | -0.2 | 1 | 2.0 | -1 | -1 | -0.8 | -1
14 | O=S(=O)(c1ccc(Cl)cc1)N1CCC(O)(c2cccnc2)CC1 | 0.9 | -0.5 | -2.1 | -6 | -1.1 | -1 | -0.1 | -1 | -1 | -1.7 | 0
15 | O=[N+]([O-])c1ccccc1C1Nc2cccc3cccc(c23)N1 | 1.7 | 1.0 | -2.7 | 4 | 1.3 | -2 | 0.0 | 6 | 1 | -0.4 | 2
16 | O=C(CN(c1ccccc1)S(=O)(=O)c1ccccc1)N/N=C/c1ccco1 | 0.1 | 1.8 | 0.8 | 2 | -0.1 | -2 | -0.4 | -2 | -10 | -1.2 | 1
17 | CCC1=NN2C(=N)/C(=C\c3cccn3-c3cccc(Cl)c3)C(=O)N=C2S1 | 1.5 | -1.2 | 0.7 | -2 | 0.5 | -7 | -0.4 | 0 | -2 | -1.5 | 2
18 | O=C(Nc1cnn(C23CC4CC(CC(C4)C2)C3)c1)c1cc(-c2ccccc2)on1 | -0.7 | -0.1 | -1.2 | 3 | 0.0 | -2 | 0.1 | 1 | 5 | -1.5 | -3
19 | COCC1CCN(C(=O)CCc2nnc(C3(c4ccc(Cl)cc4)CCC3)o2)CC1 | 2.7 | 1.0 | 0.1 | 13 | -1.5 | -3 | 1.6 | -2 | 4 | -0.8 | -1
20 | C[C@@H]1ON(C)[C@H]2C[C@H]3c4cc(Nc5ccccc5)ccc4CCN3C[C@@H]12 | . | . | -0.6 | -17 | -1.9 | -1 | 0.5 | -2 | 5 | -0.6 | 3
21 | CCc1ccc2[nH]c(=O)c(CN(CCN(C)C)C(=S)NCc3ccco3)cc2c1 | 2.9 | -0.5 | 2.3 | -17 | -1.1 | -3 | -0.1 | -1 | 2 | -1.0 | 9
22 | CC(C)(C)OC(=O)N1Cc2[nH]c3ccccc3c2C[C@@H]1C(=O)O | -0.2 | 2.0 | 4.0 | -46 | 4.3 | 1 | -0.6 | 0 | -2 | 0.4 | -1
23 | COc1ccc([C@H]2CC(=O)C=C(c3cc(F)ccc3OC)C2)cc1 | -2.3 | 1.1 | -0.9 | 0 | -2.3 | 0 | -0.3 | 0 | -10 | -1.2 | -7
24 | O=C(NCc1ccco1)C1Cc2ccccc2CN1C(=O)c1ccco1 (stereo unspecified) | 0.7 | -0.3 | 0.6 | -9 | -0.9 | -2 | 0.7 | 0 | -5 | -0.7 | 1

[25] COC(=O)c1c(NC(=O)COC(=O)CCNS(=O)(=O)c2ccc(NC(C)=O)cc2)sc(C)c1C
[26] O=C(N1CCCC1)N1CCN(S(=O)(=O)c2ccccc2)CC1
[27] COc1ccc(C2CC(=O)c3sc(N)nc3C2)cc1 (stereo unspecified)
[28] CC1CCc2[nH]c3ccc(C(=O)O)cc3c2C1 (stereo unspecified)
[29] O=[N+]([O-])c1nn(-c2ccc3c(c2)OCCO3)n(O)c1=NC1CCCCC1
[30] CC1=C(C(=O)Nc2ccc(C(=O)NCCCN3CCCCC3C)cc2)SCCO1 (stereo unspecified)
[31] C=CCn1c(COc2ccccc2)nnc1SCC(=O)C(C)(C)C
[32] CCCCCC(=O)Nc1ccc2oc(-c3cncc(Br)c3)nc2c1

assay / compound	25	26	27	28	29	30	31	32
FXN GAA850 act	1.3	-0.3	1.3	0.3	0.7	0.3	-3.4	2.3
DAX1 inh-1	1.9	0.3	0.8	1.3	1.2	-0.1	1.1	1.0
hgDAF-12 ag	0.9	-1.4	1.8	-2.8	-0.6	-0.6	-0.6	4.4
ADAM10 inh	-3	-2	13	0	3	-28	2	-34
hcDAF12 agonist	-1.7	1.0	0.6	-1.1	-2.8	-1.3	-1.6	2.1
NPR1 activator	2	0	-1	-2	-1	4	1	1
DAX1 inh-2	-0.5	-0.2	0.5	-0.3	-0.8	-0.2	-1.0	1.3
SMARCA2 act	-1	-2	3	1	0	-2	-2	2
sPLA2-III inh	-19	6	4	1	3	13	-9	6
ssDAF12 agonist	-0.8	-0.1	-1.4	-0.8	-1.3	-0.7	-1.0	-0.1
NPR2 activator	-4	1	-4	6	-2	6	6	0

Compounds 25 to 28, reprinted for reference:
[25] COC(=O)c1c(NC(=O)COC(=O)CCNS(=O)(=O)c2ccc(NC(C)=O)cc2)sc(C)c1C
[26] O=C(N1CCCC1)N1CCN(S(=O)(=O)c2ccccc2)CC1
[27] COc1ccc(C2CC(=O)c3sc(N)nc3C2)cc1 (stereo unspecified)
[28] CC1CCc2[nH]c3ccc(C(=O)O)cc3c2C1 (stereo unspecified)

assay / compound	25	26	27	28
FXN GAA850 act	1.3	-0.3	1.3	0.3
DAX1 inh-1	1.9	0.3	0.8	1.3
hgDAF-12 ag	0.9	-1.4	1.8	-2.8
ADAM10 inh	-3	-2	13	0
hcDAF12 agonist	-1.7	1.0	0.6	-1.1
NPR1 activator	2	0	-1	-2
DAX1 inh-2	-0.5	-0.2	0.5	-0.3
SMARCA2 act	-1	-2	3	1
sPLA2-III inh	-19	6	4	1
ssDAF12 agonist	-0.8	-0.1	-1.4	-0.8
NPR2 activator	-4	1	-4	6

Later entries:
[33] O=C(O)CCCN1C(=O)c2ccc(C(=O)c3cccc([N+](=O)[O-])c3)cc2C1=O
[34] Cc1ccc(NC(=O)CSc2nnnn2C)cc1S(=O)(=O)N1CCCCC1
[35] COc1ccc(/C=N/NC(=O)c2cccc([N+](=O)[O-])c2)cc1OC(=O)c1ccc(C)cc1
[36] Clc1ccc(-c2nnc3sc(Cc4cccs4)nn23)cc1
[37] NC(N)=N/N=C/c1ccc(OS(=O)(=O)c2ccccc2)cc1
[38] Cc1ccc(CN2CCN(Cc3nc4ccccc4nc3C)CC2CCO)cc1 (stereo unspecified)
[39] C#CCSc1nc(N)c2c(n1)OC(N)=C(C#N)C2c1cccnc1 (stereo unspecified)
[40] CCCN1CCN(c2nc3c([nH]2)c(=N)ncn3CC(O)CO)CC1 (stereo unspecified)
[41] CN=C1SC(CC(=O)Nc2ccccc2F)C(=O)N1/N=C/c1ccc(O)c(OC)c1 (stereo unspecified)
[42] FC(F)(F)c1ccccc1CN1CCC(Cc2ccccc2)CC1

assay / compound	33	34	35	36	37	38	39	40	41	42
FXN GAA850 act	0.2	-2.2	-1.3	-1.1	-0.7	0.2	2.4	0.1	4.0	.
DAX1 inh-1	-0.3	-0.1	-0.5	2.5	-2.6	0.4	1.2	0.5	-0.2	-0.5
hgDAF-12 ag	0.0	-0.8	-1.3	0.2	5.7	-1.4	-0.7	-1.4	-0.8	2.9
ADAM10 inh	1	-1	3	0	1	-9	3	3	-16	4
hcDAF12 agonist	-0.8	-1.5	-0.7	1.8	-0.2	-0.2	-1.7	-1.0	-2.7	-0.4
NPR1 activator	0	-1	8	-2	-12	-2	25	0	-3	-4
DAX1 inh-2	-0.7	-0.9	0.1	0.0	-1.1	0.4	-0.1	1.0	-1.2	0.0
SMARCA2 act	-4	-4	-2	0	-2	1	0	-2	3	-4
sPLA2-III inh	0	12	-6	-31	-8	-2	4	-1	-22	-3
ssDAF12 agonist	-0.8	-1.8	-1.4	-0.3	-0.1	-1.1	-0.3	-0.6	-1.1	-1.1
NPR2 activator	-3	3	0	-6	-8	1	3	1	9	3
